Source: PubChem BioAssay
SUMO Mot1 rescue = inhibitors of SUMOylation pathway: yeast Mot1-301 growth rescue | AID 2716 | growth rescue, % at 18.8 µM | S. cerevisiae Mot1-301 growth rescue, ATP luminescence, 38.5C; percent above DMSO median, 100 means doubled | 1% of 320,000 active;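 active = every valid replicate shows activation above 250% relative to neutral control wells; inactive = the rest, any valid replicate at or below 250%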;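 note: OY570 slx delta 5 strain wells were the positive control but not used for scaling; some compounds called inactive have numbers as strong as hits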
CDK5 p35 inh = inhibitors of human CDK5/p35 kinase; Recombinant CDK5/p35, ADP-Glo luminescence, 60 min; 0.01% of 330,000 active; inhibition, % at 10 µM;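 active = highest replicate inhibition of at least 50% and at least 75% of replicates reaching 50%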;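 note: plate controls were DMSO neutral control for no effect and GW8510 at 10 µM for full effect; many of its hits are not listed in these tables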
PKA-R2B activ = PKA-R2B complex activation; P22694+P31323; PKA-R2B holoenzyme dissociation, Cy5-IP20 fluorescence polarization; R2B truncated from residue 108, S112A mutant; 0% DMSO only, 100% 113 µM cGMP; activation, % at 11.4 µM; 0.079% of 340,000 active; AID 504700;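 active = activation above a cutoff set at the mean over all compounds plus 3 SD, cut at about 18% in these data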;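 note: higher means more holoenzyme dissociation and a rise in polarization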
Target sequence (P31323 whole entry, looked up, other chains not shown, the tested form may be a part): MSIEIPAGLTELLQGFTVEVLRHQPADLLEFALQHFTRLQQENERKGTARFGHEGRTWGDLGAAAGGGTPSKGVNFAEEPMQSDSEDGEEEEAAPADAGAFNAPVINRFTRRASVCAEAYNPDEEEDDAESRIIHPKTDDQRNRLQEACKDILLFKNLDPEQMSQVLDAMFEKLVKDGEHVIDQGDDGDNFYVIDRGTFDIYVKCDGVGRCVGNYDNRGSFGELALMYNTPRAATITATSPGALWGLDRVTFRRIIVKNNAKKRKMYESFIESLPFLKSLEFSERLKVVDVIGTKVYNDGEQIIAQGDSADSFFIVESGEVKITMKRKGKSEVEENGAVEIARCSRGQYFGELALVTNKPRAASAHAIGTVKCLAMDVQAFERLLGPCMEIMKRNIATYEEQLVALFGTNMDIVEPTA
Tat transport = blocks Tat-dependent protein export in E. coli | AID 488895 | E. coli MC4100 TorA-mCherry Tat export, fluorescence | 0.036% of 340,000 active | inhibition, % at 10 µM;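 active = mean replicate inhibition at least 50% and at least half of replicates individually reaching 50%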;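 note: exported cargo escapes ClpAP degradation while cytoplasmic cargo is degraded and loses fluorescence; 0% = median of neutral control wells and 100% = median of NaSCN control wells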
E coli growth = counter-screen for AddAB inhibitors: E. coli growth inhibition. E. coli V3065 growth, OD600 absorbance, 18 h. inhibition, % at 11.9 µM. 0.27% of 330,000 active. AID 449728;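 active = inhibition above the campaign's mean inhibition across all tested compounds plus 3 SD, cut at about 9.9% in these data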;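 note: uninfected addAB+ strain grown without phage in ampicillin broth; 0% = DMSO wells and 100% = ciprofloxacin 0.95 µg/ml wells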
AddAB inh = less growth of phage-infected E. coli with AddAB | E. coli expressing H. pylori AddAB, absorbance growth | inhibition, % at 11.9 µM | 0.29% of 330,000 active | AID 435030; in the data active = inhibition above about 12%;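 note: 0% = vehicle wells of infected cells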
phage Ecoli inh = E. coli growth loss with phage present. 0.26% of 360,000 active. growth absorbance. inhibition, % at 11.9 µM. AID 651602; in the data active = inhibition above about 11%
HTR5A ag = HTR5A agonism, opioid heterodimer counter-screen; P47898; 0.61% of 340,000 active; activation, % at 9.3 µM; HTR5A agonist assay, luminescence, cell-based; in the data active = activation mostly above about 9.5%, no sharp cut-off; inactive = mostly below about 7.6%;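 note: 0% = cells with vehicle only and 100% = reference agonist; strong numbers were not always called active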
Target sequence (P47898 whole entry, looked up): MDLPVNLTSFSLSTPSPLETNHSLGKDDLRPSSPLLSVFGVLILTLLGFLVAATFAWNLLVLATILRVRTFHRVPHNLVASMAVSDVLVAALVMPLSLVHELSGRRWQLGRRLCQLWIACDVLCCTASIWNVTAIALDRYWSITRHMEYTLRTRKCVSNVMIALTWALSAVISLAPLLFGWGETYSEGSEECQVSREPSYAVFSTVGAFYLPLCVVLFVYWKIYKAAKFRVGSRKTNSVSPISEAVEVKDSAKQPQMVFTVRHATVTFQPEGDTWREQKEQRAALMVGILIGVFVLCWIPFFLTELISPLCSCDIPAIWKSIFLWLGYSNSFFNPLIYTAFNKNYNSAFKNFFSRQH
HTR5A inv ctr = HTR5A inverse agonism, opioid heterodimer counter-screen. AID 504634. P47898. HTR5A cell line, luminescence. inhibition, % at 9.3 µM. 0.083% of 340,000 active; in the data active = inhibition mostly above about 23%, no sharp cut-off; inactive = mostly below about 18%;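 note: 0% = cells with DMSO and 100% = no-cell wells with DMSO; some compounds called inactive have numbers as strong as hits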
DAGLB inhibitor = blocks human DAGLB lipase activity; inhibition, % at 5.17 µM; HEK293T DAGLB membrane lysate, EnzChek fluorogenic substrate; Q8NCG7; 0.059% of 340,000 active; AID 504411; in the data active = inhibition above about 34%;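 note: 0% = enzyme with vehicle and 100% = wells lacking enzyme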
PKA-R1A activ = PKA-R1A complex activation; PKA-R1A dissociation, Cy5-IP20 fluorescence polarization; scaled: DMSO 0%, 113 µM cGMP 100%; P00514+P68181; activation, % at 11.4 µM; 0.083% of 340,000 active;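 active = percent activation above the mean of all tested compounds plus 3 SD, cut at about 19% in these data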;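 note: higher means more PKAc released from R1A so a rise in polarization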
* marks the source's active call; other numbers are inactive results; · = no result given.

SMILES	SUMO Mot1 rescue	CDK5 p35 inh	PKA-R2B activ	Tat transport	E coli growth	AddAB inh	phage Ecoli inh	HTR5A ag	HTR5A inv ctr	DAGLB inhibitor	PKA-R1A activ
CCNC(=O)COC(=O)/C=C/c1c(C)nn(Cc2cccc(OC)c2)c1Cl	284	-0.6	-2	-6	-0.5	-0.1	2.0	2	-6	-2	-1
O=C(O)CC(c1cccc(O)c1)N1Cc2ccccc2C1=O (stereo not drawn)	4	0.2	-5	11	1.5	0.0	4.5	0	-2	0	-8
Cc1ccc(S(=O)(=O)N(C)C)cc1NC(=O)C1Cc2ccccc2CN1C(=O)c1ccco1 (stereo not drawn)	-15	-0.4	3	0	-0.8	-0.7	0.7	-2	6	-1	-2
O=C(CN1C(=O)c2cccc3cccc(c23)C1=O)NCCN1CCOCC1	24	0.6	9	-4	-0.3	-1.5	4.8	4	0	3	4
COc1ccc2sc3c(=O)[nH]c4ccccc4c3c2c1	-8	-1.2	2	2	-1.0	4.1	-0.5	2	-4	4	0
Cc1ccnc(NS(=O)(=O)c2ccc(NC(=O)c3ccc([N+](=O)[O-])s3)cc2)n1	·	-2.4	-12	10	0.1	5.0	2.0	-3	8	4	1
O=C(NC(=S)Nc1ccccc1)c1cc(-c2ccccc2)nc2ccccc12	-18	-1.7	-13	-6	0.1	0.5	0.2	-6	32	-11	0
Cc1ccccc1NC(=O)c1c(C)nn(-c2ccccc2)c1Cl	43	-0.2	2	1	1.4	4.8	4.0	-1	2	-10	-5
COc1cccc(N=Cc2ccc(O)cc2O)c1	-1	-1.1	-2	0	1.5	2.0	2.4	7	-4	1	3
CC(=O)c1ccccc1NS(=O)(=O)c1ccccc1Cl	4	0.2	1	-1	4.0	2.8	4.1	-2	4	0	-5
CCCc1c(C(=O)N/N=C(\C)CCc2ccc(OC)cc2)nnn1-c1nonc1N	4	-1.9	1	3	-0.4	1.2	3.3	-1	4	-3	-9
O=C(Nc1ccccc1)c1cc(Cl)nc2ccccc12	10	-4.1	-1	-3	-0.7	1.1	1.3	-1	10	0	7
Cn1c(=O)c(C(=O)NC2CCCCCCC2)c(O)c2ccccc21	122	-0.1	4	-2	-0.6	1.3	1.2	2	-19	-2	-4
COc1c(NC=O)c2c(c([N+](=O)[O-])c1OC)C(=O)OC2	·	-2.9	0	10	·	·	-0.2	-1	3	2	-6
CCOC(=O)C1=C(COC(=O)C(CC)c2ccccc2)NC(=O)NC1C (stereo not drawn)	0	-0.6	-2	-6	2.5	2.4	1.2	-1	11	3	-8
Cc1ccc(S(=O)(=O)N2C[C@@H]3[C@H]4CC[C@H](C4)[C@@H]3[C@@H](C)[C@@H]2c2cn(Cc3ccccc3)c3ncccc23)cc1	·	-2.2	-4	-2	-0.4	-0.6	5.2	3	-9	-19	2
COc1ccc(/C=C/c2ccc3cccc(O)c3n2)cc1Br	7	1.0	4	-2	-0.7	-1.2	3.1	1	-2	-1	-6
CC(=O)Oc1c(S(=O)(=O)c2ccc(C)cc2)c(C)nn1C(C)(C)C	0	0.8	4	2	-0.4	1.7	1.0	1	-2	-2	-6
O=C(Cc1c(F)cccc1Cl)Nc1cc(S(=O)(=O)N2CCCCC2)ccc1N1CCOCC1	2	0.1	2	3	2.4	-1.8	1.2	-3	17	-2	-1
Cc1cccc(OCCCC(=O)NC2CCCCC2)c1	10	1.0	1	-1	-1.2	1.8	2.0	2	-6	-2	-7
CCN(CC)N=Nc1ccc(C(=O)O)cc1	-10	0.0	1	4	2.3	3.2	0.7	-2	-13	1	-4
C=C(C)Cn1c(SCC(=O)N/N=C/c2c(O)ccc3ccccc23)nc2ccccc2c1=O	-11	1.4	2	-7	0.4	5.2	3.7	-1	4	2	-5
CC1=C(C(=O)OC2CCCCC2)C(c2cccnc2)n2nnnc2N1 (stereo not drawn)	5	-0.8	-7	1	2.4	3.4	5.4	3	-5	2	-2
CN1CCN(S(=O)(=O)c2ccc(Br)c3nsnc23)CC1	164	1.1	4	6	3.1	2.1	3.3	3	-7	-2	0

2 compounds picked at random from the list so far, as already listed:
SMILES	SUMO Mot1 rescue	CDK5 p35 inh	PKA-R2B activ	Tat transport	E coli growth	AddAB inh	phage Ecoli inh	HTR5A ag	HTR5A inv ctr	DAGLB inhibitor	PKA-R1A activ
CCOC(=O)C1=C(COC(=O)C(CC)c2ccccc2)NC(=O)NC1C (stereo not drawn)	0	-0.6	-2	-6	2.5	2.4	1.2	-1	11	3	-8
Cn1c(=O)c(C(=O)NC2CCCCCCC2)c(O)c2ccccc21	122	-0.1	4	-2	-0.6	1.3	1.2	2	-19	-2	-4

Additional structures follow:
SMILES	SUMO Mot1 rescue	CDK5 p35 inh	PKA-R2B activ	Tat transport	E coli growth	AddAB inh	phage Ecoli inh	HTR5A ag	HTR5A inv ctr	DAGLB inhibitor	PKA-R1A activ
Cc1cccc(C)c1NC(=O)c1cnn(-c2ccccc2)c1C	7	-2.9	-1	-10	0.4	1.7	0.4	-1	-1	-4	-16
COc1ccc(Br)cc1CN(C)CC(=O)NCc1ccc(F)cc1	-7	-1.0	-7	0	-2.3	0.8	0.4	-1	4	-4	-2
Cc1[nH]c(=O)[nH]c(=O)c1NC(=O)c1ccc(OC(C)C)cc1	-12	0.7	-1	3	1.9	4.1	3.3	1	14	1	2
COc1ccc(CCNC(=O)COC(=O)CSc2ccc([N+](=O)[O-])cc2)cc1OC	-11	-0.8	-10	-3	1.8	2.2	0.7	5	4	-2	-19
N#CNC(N)=Nc1cccc(Cl)c1	-11	0.0	-5	-1	-0.9	1.8	2.5	7	-6	-5	-7
O=[N+]([O-])c1ccc(C(O)CN2CCOCC2)cc1 (stereo not drawn)	2	-0.4	5	3	1.4	1.1	2.3	0	-5	2	5
CCc1cc2c(Nc3ccccc3O)nc(C)nc2s1	-14	-1.7	-5	-2	·	·	2.4	0	0	-3	4
COc1ccc(-c2noc(CN3CCOCC3)n2)cc1OC	3	-0.6	7	-2	-0.8	4.5	1.4	-3	-12	-4	-11
CC1CN(C(=O)c2cc(F)c(F)cc2Cl)CC(C)O1 (stereo not drawn)	-2	1.2	1	4	-0.7	0.3	4.0	3	4	-2	-2
COc1ccc(Cc2c[nH]c(=O)[nH]c2=O)cc1	106	0.1	-4	-7	-1.5	0.7	-0.8	2	-5	-1	-6
COC(=O)C1=C(C)Nc2c(c(=O)n(C)c(=O)n2C)C1c1ccc(C)cc1 (stereo not drawn)	-18	2.0	-4	-6	4.9	4.0	3.7	13	5	-2	-5
COCCN(CCOC)c1nc(S(=O)(=O)c2ccc(C)cc2)c(Cl)s1	100	2.3	-10	-3	-1.6	0.2	1.8	4	-11	-5	-1
COC(=O)C1=NNC2(C)C(=O)N(c3ccc(C)cc3)C(=O)C12 (stereo not drawn)	-19	0.4	-4	2	-2.6	3.6	2.5	5	3	-4	-7
NCCCC[C@@H]1NC(=O)c2cc([N+](=O)[O-])cc(I)c2SC[C@@H](C(N)=O)NC(=O)[C@H](CCC(N)=O)NC1=O	-9	-0.2	-13	-4	-1.7	2.0	3.1	-1	2	-3	-13
CCCCN(CC)Cc1ccc(CNC(=S)Nc2ccccc2F)o1	-9	1.4	-8	4	-1.5	-0.3	-0.8	5	29	2	-2
COc1ccccc1N1C(=O)CC(c2ccccc2)CC1=O	34	-0.3	-5	-4	-0.4	0.5	2.7	-5	-11	0	-5
COCCOC(=O)C(C#N)c1nc2ccccc2nc1N1CCN(Cc2ccccc2)CC1 (stereo not drawn)	-1	-0.7	-8	3	-1.0	0.5	·	0	18	-3	-9
COc1ccc(C2C(C(=O)c3sc(C)nc3C)=C(O)C(=O)N2CCN2CCOCC2)cc1 (stereo not drawn)	·	0.1	2	-5	·	·	-0.9	3	1	-1	-10
Cc1cc([N+](=O)[O-])ccc1P(=O)(O)c1ccc([N+](=O)[O-])cc1C	·	-0.2	-1	2	·	·	0.8	1	-5	1	1
COc1ccccc1N(CC(=O)Nc1cccc(C(F)(F)F)c1)S(C)(=O)=O	-6	-1.9	-10	-2	-1.3	1.9	4.8	1	-13	-2	8
COc1ccc(CN(C(=O)CNC(=O)c2ccco2)C(C(=O)NC2CCCC2)c2ccco2)cc1 (stereo not drawn)	-13	0.4	-8	3	0.1	1.0	-0.6	1	-43	1	0
O=C(CSCc1cnn(-c2ccccc2)c1-n1cccc1)N1CCN(Cc2ccccc2)CC1	-1	2.4	6	14	-0.2	-2.2	-0.9	10	-26	0	8
Cc1cc(NC(=O)c2ccc(C(C)(C)C)cc2)no1	·	2.2	1	-10	·	·	3.2	-1	3	-4	-7
COC(=O)c1ccc(C(=O)OC)c(NC(=O)COC(=O)c2ccccc2OC)c1	-2	0.3	-1	-3	-3.3	0.9	1.1	3	-21	-3	2
Cc1cc2c(cn1)C(CCC#N)(CCC#N)c1ccccc1-2	3	0.1	4	4	0.6	-0.3	1.0	9	-32	-1	-15
C=CCSc1nc2c(sc3nc(C)cc(C)c32)c(=O)[nH]1	-5	-0.1	-2	3	-0.2	1.8	0.9	0	-27	-1	2
Cc1cc(C)c(S(=O)(=O)N2CCCCC2CCNC(=O)C(=O)NCCN2CCOCC2)c(C)c1 (stereo not drawn)	14	4.8	-5	-3	-0.4	1.4	1.6	-8	20	0	-9
Cc1cccc2c(N=Nc3ccccc3)c(O)[nH]c12	7	0.8	11	-4	-1.6	-0.8	2.5	2	-6	2	12
CCCn1c(Oc2ccccc2)nc2c1c(=O)n(C)c(=O)n2C	-3	-1.0	0	-4	-2.3	1.6	0.2	-3	10	0	8
COc1ccc(CC(CN)c2ccccc2)cc1 (stereo not drawn)	3	-2.4	1	-3	1.1	2.7	0.5	0	0	-1	0
Cc1ccc2c(CC(=O)OCn3nnc4ccccc4c3=O)coc2c1	-6	2.0	-2	11	3.1	0.9	1.4	-3	11	-6	-8
C#CCOc1ccc(C2C3=C(COC3=O)Nc3cc4c(cc32)OCO4)cc1OC (stereo not drawn)	·	-5.5	-3	10	·	·	0.6	1	-3	2	-11
Cc1ccc(-c2cc(C(=O)Nc3ccc(S(=O)(=O)Nc4onc(C)c4C)cc3)[nH]n2)c(O)c1	-14	-0.4	-17	-4	0.2	1.7	2.3	-1	4	12	5
Cc1ccc(NC2=Nc3ccccc3CC2)cc1	-19	4.8	-6	-25	0.9	1.8	0.7	-4	-8	0	2
O=C(Cc1ccc(Cl)cc1)N1CCC2(CC1)NCCc1[nH]cnc12	266	-1.3	-3	-10	-0.6	4.0	0.8	0	-2	-1	1
Cc1cccc([C@@H]2[C@@H]3C(=O)N(C)C(=O)[C@@H]3[C@@H]3C(=O)Nc4ccccc4C(=O)N23)c1	-21	-1.0	1	-1	-0.3	-0.8	1.5	3	8	-2	-1
Cn1cnc(C(=O)NCc2ccc(CNC(=O)OC(C)(C)C)cc2)c1C(=O)NCc1ccc(CNC(=O)OC(C)(C)C)cc1	4	-0.1	1	9	2.0	3.9	2.2	4	6	1	-2
O=C(c1ccc2c(c1)OCO2)C1CCCN(Cc2ccccc2OC(F)F)C1 (stereo not drawn)	62	-0.4	1	7	-1.8	0.9	2.0	13*	-3	-11	-3
O=C(CCNC(=O)c1ccc(Cl)cc1)Nc1ccc(Cl)cc1F	135	1.0	-7	-1	1.4	0.5	4.7	2	-7	-2	-12
